Screening data as filed in PubChem BioAssay.
TNF death inh – TNF-alpha cell death inhibition in Jurkat FADD-/- cells. Jurkat FADD-/- TNF necroptosis rescue, ATP luminescence, 24 h; 0 = TNF only, 100 = no-TNF cells. activation (protection from cell death), % at 10 µM. 0.068% of 220,000 active. AID 463075;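 active means activation, meaning protection from cell death, of at least 50% relative to plate controls; inactive means activation below 50%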;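 further: necroptosis triggered by 40 ng/mL TNF-alpha added together with compound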
MDM2 E3 inh – blocks human Mdm2 ubiquitin ligase activity; Q00987; cell-based MDM2 ubiquitination luciferase reporter, 2 h; 0 = plate control, 100 = twice control, blank-subtracted; signal enhancement, % at 5 µM; 0.11% of 210,000 active; AID 1230;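 active means signal enhancement of 30% or more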;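 further: luminescence tracks abundance of the self-degrading MDM2-luciferase fusion protein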
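Test system: stable mammalian line carrying autodegrading MDM2–luciferase fusion reporter; quantity: 2000 cells in each well; times: 4 h cell settling then 2 h compound exposure, 37 °C; detection: luminescence with SteadyLite reagent, 15 min at room temperature; evaluation: percent signal gain over controls, blank-subtracted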
TRPML3 ag – agonists of human TRPML3 channel; Q8TDD5; HEK293 TRPML3-YFP, Fluo-8 calcium fluorescence; 100% = the carbachol control signal; AID 1448; activation, % at 3 µM; 0.29% of 220,000 active;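 active means activation above its plate's cutoff, the mean activation of the plate's test wells plus 3 SD, cut at about 12% in these data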;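 further: 0% = DMSO only wells and 100% = carbachol wells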
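Test system – HEK293 line with stable expression of human TRPML3-YFP channel · Control set – carbachol 87 µM final as high control (100%), DMSO as low control (0%) · Signal – Fluo-8 calcium dye fluorescence, ex 470-495, em 515-575 nm · Incubation – 1-h 37 °C dye load, 5-s basal, 120-s post-compound reads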
TRPN1 ag – activates the zebrafish TRPN1 channel | HEK293 zebrafish TRPN1-YFP, Fluo-8 calcium fluorescence; 100% = response to 87 µM carbachol | activation, % at 3 µM | 0.18% of 220,000 active | AID 1424;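 active means activation above its plate's cutoff, the mean activation of test wells on that plate plus 3 SD, cut at about 19% in these data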;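 further: 0% = DMSO alone and 100% = 87 µM carbachol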
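Material: zebrafish TRPN1-YFP in HEK293 cells. Doses: one dose of 3 µM, 0.3% DMSO. Incubation: dye 1 h 37 °C plus 30 min RT. Measured by: intracellular calcium fluorescence with Fluo-8.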
Runt-SMMHC FRET – inhibitors of human RUNX1 Runt domain binding to CBFb-SMMHC; Q01196+Q13951; Cerulean-Runt/Venus-CBFb-SMMHC FRET ratio 530/480, 1 h; inhibition, % at 20 µM; 0.74% of 220,000 active; AID 1434;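 active means mean inhibition across duplicate retests at 20 µM reaching about 50%, limit read from the data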;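 further: 0% = DMSO wells and 100% = wells with excess untagged CBFb-SMMHC; inhibitors lower the FRET ratio by blocking Runt binding to CBFb-SMMHC; some results filed as inactive read as strong as hits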
Target sequence (Q01196 whole entry, looked up, the tested form may be a part): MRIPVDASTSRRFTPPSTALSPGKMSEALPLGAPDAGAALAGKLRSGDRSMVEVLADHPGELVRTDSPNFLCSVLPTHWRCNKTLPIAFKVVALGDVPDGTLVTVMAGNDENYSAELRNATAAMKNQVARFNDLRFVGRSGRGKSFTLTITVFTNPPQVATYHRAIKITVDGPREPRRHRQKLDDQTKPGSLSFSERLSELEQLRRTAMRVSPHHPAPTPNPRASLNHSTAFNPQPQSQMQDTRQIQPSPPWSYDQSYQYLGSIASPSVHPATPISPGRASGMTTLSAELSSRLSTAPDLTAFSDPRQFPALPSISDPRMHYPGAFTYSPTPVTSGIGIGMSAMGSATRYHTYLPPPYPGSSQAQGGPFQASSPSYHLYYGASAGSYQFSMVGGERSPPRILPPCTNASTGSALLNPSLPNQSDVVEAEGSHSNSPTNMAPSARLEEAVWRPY
Target sequence (Q13951 whole entry, looked up, the tested form may be a part): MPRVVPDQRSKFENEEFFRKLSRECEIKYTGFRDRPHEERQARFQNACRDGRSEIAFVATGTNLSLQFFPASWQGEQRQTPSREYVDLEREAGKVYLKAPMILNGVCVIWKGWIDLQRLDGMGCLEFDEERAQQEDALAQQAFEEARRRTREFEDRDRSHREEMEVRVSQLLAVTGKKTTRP
EBV gp42 inh – blocks Epstein-Barr virus glycoprotein 42 binding; Q1HVG2; Fluorescence polarization binding assay, mP read-out; inhibition, % (tested at 21.74 µM); 0.42% of 220,000 active; in the data active means inhibition above about 50%
CHOP inh – inhibitors of CHOP induction in ER stress response; CHO-K1 CHOP-promoter luciferase, tunicamycin-induced, 15-18 h; inhibition, % at 10 µM; 3.8% of 220,000 active;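 active means compounds that reduced the stress-induced luciferase reporter signal by more than about 70% of percent inhibition, limit read from the data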;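 further: 0% = tunicamycin plus vehicle and 100% = wells without tunicamycin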
p47phox inh – blocks human p47phox regulatory protein of NADPH oxidases. P14598. p47phox/p22phox peptide binding, fluorescence polarization, 2 h. inhibition, % at 24.7 µM. 0.53% of 220,000 active. AID 1274;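 active means inhibition above about 30%, limit read from the data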;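 further: 0% = p47phox with labelled peptide and 100% = labelled peptide alone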
Target sequence (P14598 whole entry, looked up): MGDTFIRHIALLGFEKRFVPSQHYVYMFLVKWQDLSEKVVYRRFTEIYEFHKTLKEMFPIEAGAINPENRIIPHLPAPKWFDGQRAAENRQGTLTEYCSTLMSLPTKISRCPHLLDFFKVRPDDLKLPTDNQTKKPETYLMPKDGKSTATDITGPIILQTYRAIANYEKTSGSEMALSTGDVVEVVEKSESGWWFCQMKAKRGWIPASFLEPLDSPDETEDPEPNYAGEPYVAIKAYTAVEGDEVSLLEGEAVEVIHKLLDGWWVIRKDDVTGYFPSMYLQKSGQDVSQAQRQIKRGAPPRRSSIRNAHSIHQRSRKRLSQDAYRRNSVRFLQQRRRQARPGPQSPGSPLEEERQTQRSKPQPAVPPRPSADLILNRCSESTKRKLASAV
PPC-1+TRAIL kill – PPC-1 cancer cell killing with TRAIL present; PPC-1 cells + TRAIL, ATPLite viability luminescence; cell killing (% activity), % at 4 µM; 0.41% of 220,000 active;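 active means cell killing above 50% in the first pass at 4 µM, then a duplicate retest at 5 µM averaging 50% or more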;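 further: plate controls were cells with TRAIL plus DMSO for no effect and medium-only wells lacking cells for full effect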
* hit, by the source's call; / = no result given.

Start of the data: the first 5 records as a preview:
cpd | SMILES | TNF death inh | MDM2 E3 inh | TRPML3 ag | TRPN1 ag | Runt-SMMHC FRET
1 | Cc1onc(-c2ccccc2)c1C(=O)O/N=C(\N)c1ccc([N+](=O)[O-])o1 | -14 | 9 | -0.6 | -0.9 | 0
2 | CC(=O)C1=C(S(=O)(=O)c2ccc(C)cc2)CS(=O)(=O)C1 | -0.1 | 9 | 0.2 | -1.0 | 19
3 | CN1C(=O)N(CN2CCCCC2)C2C1N(C)C(=O)N2CN1CCCCC1 (centres undefined) | -2.5 | -13 | 1.6 | 0.8 | -40
4 | O=C(/C=C/c1ccccc1[N+](=O)[O-])NCCc1ccc(F)cc1 | 2.0 | 6 | 0.1 | -2.3 | -7
5 | O=C1OC(Cc2ccccn2)C(O)=C1C1=NCCCCN1 (centres undefined) | 1.4 | -9 | 0.1 | -0.4 | 56

cpd | EBV gp42 inh | CHOP inh | p47phox inh | PPC-1+TRAIL kill
1 | -5 | 2 | -7 | 14
2 | -31 | 98* | -9 | 17
3 | -13 | -5 | -13 | -1
4 | -4 | 2 | 1 | 13
5 | -18 | -40 | 7 | -5

This part in full, from the start:
cpd | SMILES | TNF death inh | MDM2 E3 inh | TRPML3 ag | TRPN1 ag | Runt-SMMHC FRET
1 | Cc1onc(-c2ccccc2)c1C(=O)O/N=C(\N)c1ccc([N+](=O)[O-])o1 | -14 | 9 | -0.6 | -0.9 | 0
2 | CC(=O)C1=C(S(=O)(=O)c2ccc(C)cc2)CS(=O)(=O)C1 | -0.1 | 9 | 0.2 | -1.0 | 19
3 | CN1C(=O)N(CN2CCCCC2)C2C1N(C)C(=O)N2CN1CCCCC1 (centres undefined) | -2.5 | -13 | 1.6 | 0.8 | -40
4 | O=C(/C=C/c1ccccc1[N+](=O)[O-])NCCc1ccc(F)cc1 | 2.0 | 6 | 0.1 | -2.3 | -7
5 | O=C1OC(Cc2ccccn2)C(O)=C1C1=NCCCCN1 (centres undefined) | 1.4 | -9 | 0.1 | -0.4 | 56
6 | COCCNC(=O)C(NC(=O)C1CCCCC1)C12CC3CC(CC(C3)C1)C2 (centres undefined) | -1.0 | -10 | 0.0 | 0.3 | -2
7 | CC(C)NCC(O)COc1c(F)cc(Br)cc1F (centres undefined) | 0.7 | / | -0.5 | 1.7 | -1
8 | Cc1cccc(N2CCN(C(=O)C3CCCCC3)CC2)c1C | -0.7 | -19 | 0.4 | 0.7 | -4

cpd | EBV gp42 inh | CHOP inh | p47phox inh | PPC-1+TRAIL kill
1 | -5 | 2 | -7 | 14
2 | -31 | 98* | -9 | 17
3 | -13 | -5 | -13 | -1
4 | -4 | 2 | 1 | 13
5 | -18 | -40 | 7 | -5
6 | -1 | 18 | -1 | -12
7 | -17 | 13 | -12 | -22
8 | 3 | 96* | -5 | -12

Other results follow.
cpd | SMILES | TNF death inh | MDM2 E3 inh | TRPML3 ag | TRPN1 ag | Runt-SMMHC FRET
9 | COc1ccc(CCNC(=O)c2nonc2N)cc1 | 5.9 | 0 | 0.5 | 1.9 | -4
10 | CCCCC(=O)N(c1ccc(OC)cc1)C1C=CS(=O)(=O)C1 (centres undefined) | 0.0 | -10 | 0.7 | 0.5 | 0
11 | Cn1cc(C(=O)N/N=C/C=C/c2ccccc2)ccc1=O | 0.0 | 0 | 0.6 | 1.9 | 2
12 | C=CCNS(=O)(=O)c1ccc(N2C(=O)c3ccccc3C2=O)cc1 | 0.8 | -5 | 0.9 | 0.0 | 0
13 | COCCCNC(=S)NNC(=S)Nc1cccc(Cl)c1 | 4.1 | -11 | 0.1 | 2.2 | 2
14 | CC1CCc2nc(NC(=O)CN3CCOCC3)sc2C1 (centres undefined) | 1.3 | -4 | 0.5 | 0.3 | 2
15 | CC(=O)n1cc(-c2ccncc2)c2ccccc21 | -12 | -11 | -0.2 | 0.0 | 2
16 | CNc1cc(CSC)nc(SCc2ccc(Cl)c(Cl)c2)n1 | -0.5 | -5 | 0.2 | -0.6 | -3

cpd | EBV gp42 inh | CHOP inh | p47phox inh | PPC-1+TRAIL kill
9 | -2 | 2 | -11 | 12
10 | -9 | 24 | -15 | 15
11 | 0 | 37 | -4 | 4
12 | -6 | -23 | -13 | 11
13 | -1 | -5 | 6 | -7
14 | 1 | 37 | -1 | 18
15 | 2 | 45 | -2 | 25
16 | -20 | 70 | -67 | 20

The list continues.
cpd | SMILES | TNF death inh | MDM2 E3 inh | TRPML3 ag | TRPN1 ag | Runt-SMMHC FRET
17 | CCC(=O)N1N=C(c2c(-c3ccccc3)c3cc(Cl)ccc3[nH]c2=O)CC1c1ccco1 (centres undefined) | 1.0 | -15 | 0.2 | 0.7 | 3
18 | Cc1ccc(SCc2ccc(C(=O)Nc3cccc([N+](=O)[O-])c3C)cc2)cc1 | -2.8 | -9 | 1.3 | -0.1 | -5
19 | CCC(C)N(CCNC(=O)CC1Oc2ccccc2NC1=O)C1CCCCC1 (centres undefined) | 0.2 | -7 | 0.2 | 0.4 | 2
20 | Cc1c(C(=O)NCc2ccc3c(c2)OCO3)sc2nc(-c3ccc(F)cc3)cn12 | 1.4 | -13 | 0.1 | -0.4 | 2
21 | COc1ccc(C(O)Cn2c(=N)n(CCCN(C)C)c3ccccc32)cc1 (centres undefined) | -1.3 | -8 | 0.1 | -0.3 | 3
22 | C=CCn1c(SC(CCO)C(=O)NCc2ccco2)nc2sc3c(c2c1=O)CCC3 (centres undefined) | 0.9 | -8 | -0.1 | -0.7 | 0
23 | COc1ccccc1OCCCCNCCO | -0.8 | -7 | 0.0 | -0.9 | 3
24 | O=C(O)c1ccc(C(=O)c2ccc3c(c2)C(=O)N(Cc2ccco2)C3=O)cc1 | -3.0 | -13 | -0.1 | 0.5 | 7

cpd | EBV gp42 inh | CHOP inh | p47phox inh | PPC-1+TRAIL kill
17 | 2 | 103* | -5 | 12
18 | -10 | 21 | -5 | 12
19 | 2 | -9 | 0 | 15
20 | -4 | 0 | -8 | -9
21 | -5 | 21 | -12 | 43
22 | -27 | 9 | -15 | 2
23 | 3 | 48 | -12 | 22
24 | 14 | 19 | -7 | 12

Later entries
cpd | SMILES | TNF death inh | MDM2 E3 inh | TRPML3 ag | TRPN1 ag | Runt-SMMHC FRET
25 | COCCNC(=S)NN=C1CCC(c2ccccc2)CC1 (centres undefined) | -0.8 | 1 | 1.5 | -1.8 | -4
26 | CCCc1c(C(=O)Nc2ccc(F)cc2F)cnn1-c1ccccc1 | 3.5 | 3 | 0.3 | 0.5 | 1
27 | Cc1ccc(N(C(=O)c2csnn2)C(C(=O)NC(C)(C)C)c2ccccn2)cc1 (centres undefined) | -0.2 | 5 | 0.6 | 0.1 | -2
28 | CCN(CC)S(=O)(=O)c1ccc(C(=O)NCCc2cc3c(OC)ccc(OC)c3[nH]c2=O)cc1 | -1.5 | -11 | 0.4 | 0.6 | -5
29 | CCOC(=O)N1CCN(Cc2nc(N)nc(Nc3ccc(Cl)cc3)n2)CC1 | -0.1 | 7 | 1.4 | 1.0 | 2
30 | CCSc1nnc(NC(=O)c2ccc3c(c2)OCO3)s1 | -1.3 | -29 | 0.2 | 0.7 | -2
31 | Cc1cccc(Nc2nc(NCc3ccco3)nc(N3CCOCC3)n2)c1 | -2.3 | -2 | -1.3 | -2.8 | 1
32 | Cn1c(SCC(=O)C(C)(C)C)nnc1-c1ccccn1 | 0.6 | -24 | 0.5 | 0.1 | -9

cpd | EBV gp42 inh | CHOP inh | p47phox inh | PPC-1+TRAIL kill
25 | 8 | 1 | 0 | 25
26 | -7 | 29 | -16 | -10
27 | -9 | -3 | -2 | 15
28 | -16 | 21 | -11 | 11
29 | -9 | 29 | 1 | 15
30 | -19 | / | -8 | 12
31 | -12 | 24 | -18 | -16
32 | -12 | 19 | -13 | 6

New compounds follow
cpd | SMILES | TNF death inh | MDM2 E3 inh | TRPML3 ag | TRPN1 ag | Runt-SMMHC FRET
33 | CSc1nc2ccc(Nc3nc(N4CCOCC4)nc(N4CCOCC4)n3)cc2s1 | 0.9 | -3 | 0.5 | 0.6 | 0
34 | COc1ccc(NC(=O)C2CCN(S(=O)(=O)c3ccc(C)cc3)CC2)cc1OC | -3.2 | -3 | -0.9 | 0.2 | 3
35 | O=C(O)c1cc(-c2ccc(N3CCOCC3)cc2)nn1-c1ccc(F)cc1F | 0.8 | -10 | -0.2 | -0.1 | 1
36 | O=C(/C=N/O)Nc1ccc2sc3ccccc3c2c1 | -6.6 | -12 | 0.0 | -3.5 | -6
37 | O=C(CSc1nc2ccccc2o1)NCc1ccc2c(c1)OCO2 | -0.8 | -14 | -1.4 | -1.8 | 2
38 | Cc1ccc(CC2C(=O)N(c3nc(C)cc(C)n3)C(=O)C2C)cc1 (centres undefined) | -0.5 | 3 | 0.7 | 0.5 | -3
39 | CC1CCc2c(sc3nn[nH]c(=O)c23)C1 (centres undefined) | -0.2 | 21 | -0.6 | -0.6 | -1
40 | COc1ccc(C(=O)N(C(C)C)C(C)C)c(OC)c1 | -0.6 | -8 | 1.5 | 0.7 | -1

cpd | EBV gp42 inh | CHOP inh | p47phox inh | PPC-1+TRAIL kill
33 | 8 | 62 | -11 | 2
34 | -22 | -3 | -10 | -5
35 | 3 | -11 | 2 | -3
36 | -18 | 37 | -13 | 3
37 | -4 | 79* | -11 | -8
38 | 5 | -4 | 5 | 22
39 | 7 | 1 | -4 | 8
40 | -4 | -17 | 1 | 9

Next section.
cpd | SMILES | TNF death inh | MDM2 E3 inh | TRPML3 ag | TRPN1 ag | Runt-SMMHC FRET
41 | Cc1cc(C)n2nc(-c3sccc3-n3c(C)ccc3C)cc2n1 | -2.6 | -12 | -0.8 | 0.5 | 3
42 | O=C(/C=C/c1ccccc1)Nc1ccc(C(=O)N2CCCCC2)cc1 | 3.2 | -19 | 1.2 | -0.1 | 0
43 | O=C(Nc1ccc2c(c1)OCO2)Nc1ccc(Cl)cc1Cl | -8.8 | -17 | 1.2 | 0.8 | 5
44 | COc1ccc(/C=N/NC(=O)CCn2nc(C)cc2C)cc1O | 2.2 | 1 | 1.0 | 1.3 | 2

cpd | EBV gp42 inh | CHOP inh | p47phox inh | PPC-1+TRAIL kill
41 | 0 | 76* | -13 | 16
42 | -6 | 24 | -11 | 16
43 | 22 | 91* | 2 | 25
44 | 9 | -2 | -1 | -3

As entered above.
Result of entry 2 in TRPML3 ag: 0.2
Result of entry 19 in CHOP inh: -9
Result of entry 4 in MDM2 E3 inh: 6

Entries of single compounds from above. Values in the order: TNF death inh	MDM2 E3 inh	TRPML3 ag	TRPN1 ag	Runt-SMMHC FRET	EBV gp42 inh	CHOP inh	p47phox inh	PPC-1+TRAIL kill
COCCCNC(=S)NNC(=S)Nc1cccc(Cl)c1 is entered as 4.1	-11	0.1	2.2	2	-1	-5	6	-7
C=CCn1c(SC(CCO)C(=O)NCc2ccco2)nc2sc3c(c2c1=O)CCC3 (centres undefined) is entered as 0.9	-8	-0.1	-0.7	0	-27	9	-15	2
